PREPL inh = inhibitors of human prolyl oligopeptidase-like enzyme PREPL | Q4J6C6 | recombinant PREPL, fluorescence polarization activity-based probe | inhibition, % at 5.96 µM | 0.68% of 320,000 active; in the data active = inhibition above about 43%;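 note: 0% = enzyme with DMSO and 100% = wells lacking enzyme; many of its hits are not listed in these tables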
LYPLA2 counter = LYPLA2 (human) inhibition in PME1 counter-screen; O95372; inhibition, % at 5.9 µM; 0.38% of 320,000 active; AID 2177; recombinant LYPLA2, FP-Rh probe fluorescence polarization;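 active = inhibition above the screen-wide mean plus 3 SD, limit set per campaign, cut at about 26% in these data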;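 note: 0% = LYPLA2 with DMSO and 100% = wells lacking LYPLA2 enzyme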
GSTO1 inh = counter-screen for RBBP9 inhibitors: inhibitors of human GSTO1; P78417; recombinant GSTO1, activity-based probe fluorescence polarization; inhibition, % at 5.96 µM; 1.1% of 300,000 active; AID 1974;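 active = inhibition above the campaign mean inhibition plus 3 SD, cut at about 35% in these data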;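 note: 0% = GSTO1-1 with DMSO and 100% = wells lacking GSTO1-1 enzyme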
Target sequence (P78417 whole entry, looked up): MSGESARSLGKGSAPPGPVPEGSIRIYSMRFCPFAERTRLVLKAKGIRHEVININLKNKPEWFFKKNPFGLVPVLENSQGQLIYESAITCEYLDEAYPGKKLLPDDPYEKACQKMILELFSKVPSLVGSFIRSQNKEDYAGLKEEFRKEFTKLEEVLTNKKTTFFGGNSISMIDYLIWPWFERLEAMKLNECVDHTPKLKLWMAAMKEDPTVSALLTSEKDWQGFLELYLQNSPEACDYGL
PAFAH2 inh = inhibitors of human PAFAH2 | Q99487 | recombinant PAFAH2, FP-rhodamine activity probe, fluorescence polarization | inhibition, % at 3.39 µM | 0.99% of 340,000 active | AID 492956;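 active = inhibition above the mean over all tested compounds plus 3 SD, cut at about 30% in these data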;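 note: inhibitors block probe labeling of enzyme so polarization drops; 0% = enzyme with DMSO and 100% = wells lacking PAFAH2 protein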
PAD4 FP inh = blocks human protein arginine deiminase 4; recombinant PAD4, RCA probe fluorescence polarization; inhibition, % at 6.36 µM; 0.41% of 330,000 active; Q9UM07;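 active = percent inhibition above a cutoff equal to the mean of all tested compounds plus 3 SD, cut at about 15% in these data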;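 note: 0% = PAD4 with RCA probe and DMSO and 100% = probe without PAD4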
PAFAH1B2 FP inh = blocks human PAF acetylhydrolase 1b catalytic subunit 2; 1.2% of 340,000 active; inhibition, % at 3.39 µM; recombinant PAFAH1B2, FP-rhodamine activity probe, fluorescence polarization;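 active = inhibition above the mean of all tested compounds plus 3 SD, cut at about 24% in these data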;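 note: 0% = enzyme with DMSO and 100% = wells lacking PAFAH1B2; many of its hits are not listed in these tables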
PAFAH1B3 FP inh = PAFAH1B3 (human) inhibition. Q15102. recombinant PAFAH1B3, FP-rhodamine probe, fluorescence polarization. inhibition, % at 3.39 µM. 0.28% of 340,000 active. AID 492972;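 active = inhibition above the screen-wide average of all tested compounds plus 3 SD, cut at about 25% in these data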;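 note: 0% = enzyme with DMSO only and 100% = wells lacking PAFAH1B3 protein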
LYPLA1 inh = LYPLA1 (human) inhibition in PME1 counter-screen; O75608; recombinant LYPLA1, FP-Rh probe fluorescence polarization; inhibition, % at 5.9 µM; 0.16% of 320,000 active; AID 2174;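 active = inhibition above the mean of all tested compounds plus 3 SD, set per campaign, cut at about 14% in these data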;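 note: inhibitors block serine hydrolase probe labeling of LYPLA1 so polarization falls; 0% = enzyme with DMSO and 100% = wells lacking LYPLA1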
Target sequence (O75608 whole entry, looked up): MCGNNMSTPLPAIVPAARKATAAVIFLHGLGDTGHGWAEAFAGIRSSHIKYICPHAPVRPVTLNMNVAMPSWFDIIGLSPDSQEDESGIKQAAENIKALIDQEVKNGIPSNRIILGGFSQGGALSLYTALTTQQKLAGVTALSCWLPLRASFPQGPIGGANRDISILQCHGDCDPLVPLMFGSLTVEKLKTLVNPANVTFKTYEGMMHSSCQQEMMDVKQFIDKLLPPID
pPAFAH inh = pPAFAH (human) enzyme inhibition; Q13093; recombinant pPAFAH, FP-rhodamine probe fluorescence polarization; inhibition, % at 3.39 µM; 1.5% of 330,000 active;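 active = inhibition above the mean inhibition across the screen plus 3 SD, cut at about 25% in these data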;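 note: inhibitors block binding of the rhodamine activity-based probe so polarization drops; 0% = enzyme with DMSO and 100% = wells lacking pPAFAH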
Target sequence (Q13093 whole entry, looked up): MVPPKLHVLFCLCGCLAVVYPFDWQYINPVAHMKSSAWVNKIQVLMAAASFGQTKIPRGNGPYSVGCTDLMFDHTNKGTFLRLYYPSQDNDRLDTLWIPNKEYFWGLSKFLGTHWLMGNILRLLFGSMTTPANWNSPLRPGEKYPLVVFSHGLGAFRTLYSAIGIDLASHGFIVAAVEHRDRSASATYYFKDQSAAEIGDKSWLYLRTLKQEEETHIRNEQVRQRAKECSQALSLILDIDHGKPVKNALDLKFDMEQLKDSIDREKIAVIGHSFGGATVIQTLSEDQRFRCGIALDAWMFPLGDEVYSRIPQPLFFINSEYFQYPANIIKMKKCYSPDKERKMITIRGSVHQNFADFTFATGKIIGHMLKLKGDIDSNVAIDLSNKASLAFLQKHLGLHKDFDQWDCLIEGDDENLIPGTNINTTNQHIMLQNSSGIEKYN
An asterisk follows results filed as active; . = no result given. Only part of the results is shown. The share of hits here may be higher or lower than overall.

SMILES | PREPL inh | LYPLA2 counter | GSTO1 inh | PAFAH2 inh | PAD4 FP inh | PAFAH1B2 FP inh | PAFAH1B3 FP inh | LYPLA1 inh | pPAFAH inh
O=S(=O)(c1ccccc1)N1CCN=C1SCc1ccc(Cl)cc1 | 16 | 6 | 8 | 1 | -4 | 12 | 0 | 2 | 3
C/C(=C\c1ccc(C)o1)C(=O)c1c(C)cc(C)[nH]c1=O | 9 | -3 | 9 | -4 | 6 | 7 | -1 | 14 | 4
COCCN(C(=O)COC(=O)Cc1cccc(OC)c1)c1c(N)n(CC(C)C)c(=O)[nH]c1=O | 8 | 7 | 9 | 2 | -1 | 3 | 5 | 2 | 1
O=C(O)CCCCCN1C(=O)C2CCCCC2C1=O (centres undefined) | 2 | 4 | 4 | 1 | -4 | 0 | 5 | 5 | 5
CCN(C[C@H]1N[C@@](CC)(C(=O)OC)[C@H]2C(=O)N(C)C(=O)[C@@H]12)S(=O)(=O)c1ccc(C(F)(F)F)cc1 | 4 | . | . | 5 | 2 | 5 | 1 | . | -4
O=C(CSc1nnc(CNC(=O)c2cccs2)o1)Nc1ccccc1 | -11 | 3 | 10 | -17 | -1 | 0 | -3 | -1 | 3
COc1cc(OC)c(C(=O)Nc2cccc3ccccc23)cc1OC | 8 | 1 | -6 | -3 | 1 | 4 | 5 | 0 | -1
CCN(CC)CCn1c(/N=C/c2ccc(OC)c(OC)c2)nc2ccccc21 | 3 | -4 | 0 | . | -3 | . | . | 1 | 2
CCC1COC(c2cccn2Cc2ccc(Cl)cc2)=N1 (centres undefined) | -1 | -6 | -3 | 4 | -7 | 2 | 1 | -2 | 28*
CCOC(=O)c1cccc(NC(=O)C(C)N2C(=O)c3ccccc3C2=O)c1 (centres undefined) | 9 | -2 | -5 | -6 | -1 | 1 | 3 | 0 | 6
O=C(COC(=O)/C=C/c1ccccc1)Nc1ccc(Cl)cn1 | 10 | -11 | 1 | 29 | -3 | 4 | 3 | -1 | 3
CCN(CC(=O)Nc1cc(S(=O)(=O)N2CCCCC2)ccc1Cl)Cc1ccccc1 | 6 | -3 | -2 | 6 | -3 | -2 | 4 | 0 | -3
COc1ccc(-n2c(O)c(Cc3ccccc3)c(=O)n3nc(-c4ccccc4)c(=O)cc23)cc1 | -4 | 1 | -10 | -7 | 1 | 3 | 14 | 2 | 3
O=C1CCCC2=C1C(c1ccccc1)n1c(s/c(=C/c3cccc(F)c3)c1=O)=N2 (centres undefined) | -18 | 0 | 2 | -4 | 0 | 2 | -1 | -2 | 8
COc1ccccc1C(=O)NC(CCSC)C(=O)OCC(=O)c1ccc[nH]1 (centres undefined) | -4 | -3 | -2 | 5 | -2 | -4 | 2 | -1 | 3

The closing 2 compounds of the part before come first, to join the parts.
SMILES | PREPL inh | LYPLA2 counter | GSTO1 inh | PAFAH2 inh | PAD4 FP inh | PAFAH1B2 FP inh | PAFAH1B3 FP inh | LYPLA1 inh | pPAFAH inh
O=C1CCCC2=C1C(c1ccccc1)n1c(s/c(=C/c3cccc(F)c3)c1=O)=N2 (centres undefined) | -18 | 0 | 2 | -4 | 0 | 2 | -1 | -2 | 8
COc1ccccc1C(=O)NC(CCSC)C(=O)OCC(=O)c1ccc[nH]1 (centres undefined) | -4 | -3 | -2 | 5 | -2 | -4 | 2 | -1 | 3
COC(=O)c1ccn(CSc2c(F)c(F)cc(F)c2F)n1 | -12 | -9 | . | 4 | -1 | 4 | 4 | -5 | 1
COc1cccc(NC(=O)c2nc3nc(C)cc(C(F)F)n3n2)c1 | 9 | -7 | -4 | -4 | -3 | 6 | 7 | 1 | -10
CC(C)Cc1nc2sc3c(c2c(=O)n1N)CC(C)(C)OC3 | -14 | -1 | 2 | -7 | 0 | -3 | 4 | -1 | -4
Cc1ccc(NC(=O)COC(=O)Cn2nc(C)c([N+](=O)[O-])c2C)c([N+](=O)[O-])c1 | 16 | 7 | -3 | 0 | 3 | -5 | 5 | 3 | 0
CCN(C[C@H]1N[C@@](C)(C(=O)OC)[C@H]2C(=O)N(C)C(=O)[C@@H]12)C(=O)Nc1ccc(C(F)(F)F)cc1 | 3 | . | . | 13 | -3 | 2 | -5 | . | 2
COC(=O)c1sc(C(F)(F)F)c(-c2ccccc2)c1S(=O)(=O)N(C)C | 7 | 2 | -3 | 3 | 2 | 22 | 2 | -2 | 4
O=S(=O)(NC1CCCC1)c1ccc(S(=O)(=O)N2CCN(c3ccccc3)CC2)cc1 | -30 | 2 | 3 | -3 | -5 | 4 | 4 | 0 | -2
O=C(N[C@@H](Cc1ccccc1)C(=O)N[C@@H](Cc1ccccc1)C(=O)O)OCc1ccccc1 | 2 | -1 | 6 | 0 | -3 | 10 | 8 | -3 | 4
CNC(=O)COC(=O)/C=C/c1cn(-c2ccccc2)nc1-c1ccc(C)o1 | -3 | -8 | -9 | 2 | -2 | 2 | 6 | -9 | 1
Cc1ccccc1NC(=O)Cc1ccccc1 | -4 | -3 | 3 | 3 | -1 | 3 | 13 | 1 | 2
COc1ccc(Nc2cc(C)nc(NCc3ccccc3)n2)cc1 | 15 | 4 | -2 | . | 4 | . | . | 5 | 5
O=C(OCC(=O)N1CCCC1)c1cc(Cl)ccc1Cl | 7 | -2 | -3 | 11 | -2 | 3 | -1 | 6 | 2
O=C(NC1CCCC1)c1ccc(COCC(F)(F)F)o1 | -1 | -2 | 5 | 4 | -3 | 5 | 6 | -2 | 3
Cc1ccc2nc(NCCCO)nc(-c3ccccc3)c2c1 | 9 | 3 | -3 | 2 | 2 | 0 | 4 | 6 | 4
COc1ccc2nc(NCCCO)[nH]c2c1 | 1 | 2 | 0 | 10 | -1 | -1 | 0 | 0 | 2
O=C(O)c1ccc(NC(=O)c2ccc3c(c2)C(=O)N(CC2CCCO2)C3=O)cc1 (centres undefined) | 8 | 8 | 6 | -9 | -5 | 3 | 7 | 6 | 2
CCC(C)(C)NC(=O)c1cc(S(=O)(=O)N2CCc3ccccc32)cn1C | 4 | 3 | 6 | 1 | -1 | 5 | -1 | 1 | 2
CCN(C[C@H]1N[C@@](CC)(C(=O)OC)[C@H]2C(=O)N(Cc3ccccc3)C(=O)[C@@H]12)C(=O)COC | 17 | . | . | -2 | -6 | 7 | 16 | . | -6
CC(C)Sc1nnc(-c2ccc(S(=O)(=O)N3CCOCC3)cc2)n1C | 14 | 6 | 1 | 0 | 3 | 5 | 3 | -1 | 3
CC(C)(C)c1ccc(C(=O)O[C@H]2[C@H](Cc3ccccc3)NS(=O)(=O)[C@H]3C[C@@H]4C=C[C@]23O4)cc1 | -4 | -11 | . | -6 | 1 | -2 | -4 | -7 | -2
O=C(COC(=O)c1cccnc1Cl)NCCCc1ccccc1 | 4 | -4 | . | 7 | 1 | 5 | 10 | -3 | 4
COc1ccc(N(CC(=O)NCCc2ccccc2)C(=O)c2csnn2)cc1 | -1 | -9 | -3 | 6 | -10 | 7 | 12 | -6 | -2
Cc1ccc(C)c(OCc2cc(C(=O)N3C[C@@H](C)O[C@@H](C)C3)no2)c1 | 4 | 2 | 5 | 7 | -5 | 2 | -2 | 0 | 1
COc1ccc(CN2CCC(n3nccc3NC(=O)C3CC3)CC2)c(Cl)c1OC | 20 | 0 | 1 | -1 | 0 | -3 | 18 | -3 | -1
Cc1ccccc1S(=O)(=O)Cc1ccc(C(=O)NCc2cccs2)o1 | 5 | 2 | 5 | 14 | -1 | 7 | -3 | 1 | 1
CCn1nc(NS(=O)(=O)c2ccccc2)c2cc3ccccc3nc21 | 4 | 7 | -1 | 19 | 1 | 4 | 6 | -2 | 6
Cc1ccc(C(=O)/C=C/NNC(=O)c2ccccc2O)cc1 | -5 | -6 | 23 | 10 | -5 | 0 | 16 | 0 | 8
CCCCNS(=O)(=O)c1ccc2nc(-c3cccs3)cc(C(=O)NCC(OC)OC)c2c1 | 12 | -4 | -2 | . | -6 | . | . | 0 | 4
CC(C)C(=O)N1CCN(c2nc(-c3ccc(Cl)cc3)cs2)CC1 | 22 | -4 | 0 | -8 | 0 | 4 | 2 | 1 | 8
CC(=O)c1ccc2c(c1)c1ccccc1n2CC(C)C | -5 | -8 | -2 | -1 | -4 | 3 | -9 | 0 | 7
Cc1ccc(-c2cc(C(=O)OCC(=O)NC3CC3)c3ccccc3n2)cc1 | 9 | -11 | . | -4 | -4 | 3 | 4 | -7 | -5
Cc1cc(C(=O)O)cc(S(=O)(=O)N2CCOCC2)c1C | -6 | -5 | 5 | 7 | -3 | 2 | 3 | -3 | 2
O=c1c2cccnc2[nH]c(=S)n1CCCN1CCN(c2ccc(F)cc2)CC1 | 12 | -3 | -4 | -1 | -6 | 1 | 4 | -2 | -4
CC(C)CC(NC(=O)OC(C)(C)C)c1cn([C@@H](Cc2ccc(O)cc2)C(=O)N2CCN(C(=O)OC(C)(C)C)CC2)nn1 (some centres undefined) | 5 | -6 | 13 | 8 | 3 | 2 | 1 | 3 | 0
COc1ccc(NC(=O)N2CCCC(c3nc(-c4ccc(OC)cc4)no3)C2)cc1 (centres undefined) | 5 | 4 | 6 | 8 | -5 | 2 | -6 | -4 | 9
COc1ccc(/C=N/NC(=O)CCn2cnc(-c3ccccc3)c2-c2ccccc2)cc1 | 8 | 0 | 0 | -6 | -1 | 1 | 6 | -2 | 4
Cc1ccsc1/C=N/NC(=O)Cc1ccc(Cl)cc1 | 4 | 12 | 2 | 7 | 3 | 10 | 4 | 0 | 6
O=C(NCc1ccncc1)NC1CCCCC1 | 8 | 7 | -4 | -4 | 4 | -2 | 8 | -1 | 2
COc1cc(O)c(C(CCN2CCCC(C)C2)c2cc(OC)c(OC)c(OC)c2)c(OC)c1 (centres undefined) | 22 | 2 | 5 | 7 | -1 | 2 | 12 | 1 | 4
COc1ccccc1C(=O)N1CCN(c2nc3cc(C)c(C)cc3cc2C#N)CC1 | -1 | 3 | -5 | -1 | -8 | -1 | -1 | 0 | 2
CC(=O)Nc1ccc(S(=O)(=O)N2CCC(N3CCCC3)CC2)cc1 | 4 | 12 | 5 | 3 | -3 | -1 | -1 | 2 | 2
Cc1nnsc1C(=O)NC1CCCc2c1cnn2-c1ccc(F)cc1F (centres undefined) | -1 | 8 | 0 | 0 | 0 | -8 | 1 | 4 | 2
CCN(CC)S(=O)(=O)c1ccc(NC2c3ccccc3C(=O)N2c2ccc(C)cn2)cc1 (centres undefined) | -4 | -2 | 4 | -3 | -2 | 1 | -15 | 3 | 3
C=CCn1c(COc2ccccc2F)nnc1SCC(=O)c1c[nH]c2ccccc12 | -16 | 0 | 3 | -7 | -3 | -6 | -5 | -1 | 5
O=C(NNC(=O)c1cccs1)c1ccncc1 | 6 | -2 | -2 | -3 | 3 | -2 | 1 | 1 | 4
O=S(=O)(c1ccc2c(c1)OCCO2)N1CCN(c2nc3ccccc3s2)CC1 | -86 | 2 | 0 | 3 | -4 | -1 | -4 | 5 | -3
CCc1ccc(NC(=O)CCCNC(=O)Cn2cnc3sc(C)c(C)c3c2=O)cc1 | -9 | -4 | 6 | -6 | 1 | 4 | -6 | 4 | 0
CN1CCN(C(=O)c2cc(COc3ccc(F)cc3Cl)on2)CC1c1ccccc1 (centres undefined) | 29 | 2 | 2 | -8 | -2 | 0 | 9 | -3 | 5
Cc1ccc(S(=O)(=O)Cn2nnnc2C(CC(C)C)N2CCN(c3ccc(F)cc3)CC2)cc1 (centres undefined) | -112 | -1 | 4 | -2 | -2 | 10 | -2 | 1 | 2
COC(=O)CNc1nc(-c2ccncc2)nc2ccccc12 | 7 | 0 | -5 | 5 | 0 | 2 | 10 | -1 | 3

Bioassay records from PubChem BioAssay.
